Bioassay records deposited in PubChem by several laboratories.
IEC-6 cytotox: IEC-6 cytotoxicity, counter-screen for KLF5 inhibitors; luminescence viability; inhibition, % at 5 µM; 290,000 tested, 0.78% active; AID 1825; in the data active = inhibition above about 22%;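 also: 0% = plate median of test compound wells and 100% = cytotoxic reference compound wells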
KLF5 inhibitor: inhibitors of KLF5 expression; DLD-1 KLF5 promoter-luciferase reporter, luminescence; inhibition, % at 5 µM; AID 1700; 290,000 tested, 0.23% active;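 active = inhibition above a per-plate limit of that plate's mean compound inhibition plus 3 SD, cut at about 60% in these data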;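 also: 0% = DMSO wells and 100% = LY294002 at 200 µM; higher means less KLF5 promoter-driven luciferase light; inactives centre near -14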
HSF1 inh: HSF1 inhibition. NIH3T3-HGL HSE-luciferase, MG132-induced, luminescence 8 h; active compounds read low. activity change, negative = inhibition, % at 7.5 µM (by protocol). 300,000 tested, 0.77% active;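 active = more than half of replicate wells show activity change below -50%, luminescence cut by over half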;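 also: luciferase reports HSF-1 transcriptional activity via heat shock element; 0% = median of DMSO wells and -100% = zero luminescence signal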
aSyn UTR inh: MLPCN primary screen, SNCA 5' untranslated region. alpha-synuclein 5'UTR reporter, inhibitor activity. 300,000 tested, 0.82% active. inhibition, % (tested at 7.5 µM); in the data active = inhibition above about 60%;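 also: H4 neuroglioblastoma cells stably carrying SNCA 5'UTR luciferase fusion; 0% = DMSO wells and 100% = positive control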
AI-2 QS modul: Vibrio harveyi AI-2 quorum sensing modulation | AID 2094 | 300,000 tested, 0.4% active | Vibrio harveyi JMH597 AI-2 luminescence/OD600 ratio, 9 h; active compounds read low; strain lacks LuxN and CqsS sensors; 0 = neutral-control median | activity change, % at 7.5 µM; in the data active = activity change below about -75%, passing the limit was not always enough;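 also: luminescence divided by OD600 gain over 9 h not by final OD600 alone; inactives centre near 13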
SKKanGAS inh: blocks kanamycin growth of S. pyogenes SKKanGAS strain | BacTiter-Glo, 6 h | inhibition, % at 7.5 µM | 300,000 tested, 1.3% active;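 active = mean replicate score, as percent of positive control median, at least 50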;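 also: strain carries kanamycin resistance gene driven by streptokinase promoter and grows in 40 µg/ml kanamycin; loss of luminescence reflects streptokinase promoter inhibition or plain growth inhibition; 0% = median of DMSO wells and 100% = positive control at its reference dose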
HSF-1 act: increases HSF-1 driven luciferase reporter signal; NIH3T3-HGL HSF-1 luciferase reporter, MG132, 8 h; 100% = twice DMSO control signal; activation, % at 9 µM; 300,000 tested, 1.7% active; AID 504408;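 active = mean replicate activation of at least 50% with a set share of replicates each reaching 50%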;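 also: 0% = median of the neutral control wells and 100% = twice that signal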
HSP90 inh: inhibitors of HSP90 luciferase refolding in rabbit reticulocyte lysate. 290,000 tested, 0.91% active. luciferase refolding luminescence, 3 h. AID 1789. inhibition, % at 5.6 µM;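 active = inhibition above the screen-wide mean plus 3 SD, computed separately per campaign, cut at about 16% in these data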;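 also: 0% = DMSO wells and 100% = 60 µM geldanamycin wells; inhibitors lower the luminescence because luciferase stays unfolded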
HIF activator: HIF pathway transcriptional activation; AID 1910; 300,000 tested, 0.32% active; U2OS HRE-luciferase reporter, luminescence; normalized: DMSO 0%, desferrioxamine 100%; activation, % at 7.5 µM (by protocol);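 active = mean activation of at least 10% of the iron chelator positive control signal, with at least half of replicates also reaching 10%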
Platelet DG rel: platelet dense granule release activity; 300,000 tested, 0.22% active; inhibition, %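 (compounds screened at 7.5 µM in platelet-rich plasma)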; human platelet-rich plasma, SFLLRN dense granule ATP release, luminescence; AID 1663;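 active = mean replicate score, as percent of positive control, at or above 50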
* marks the source's active call; other numbers are inactive results. No enrichment for hits; 6% or so of the library scored in one or more.

`CCN1C(=O)[C@H]2[C@@H](c3ccccc3)N3C(=O)N(c4cccc(F)c4)C(=O)[C@@]3(CC(C)C)[C@H]2C1=O` gave IEC-6 cytotox 1, KLF5 inhibitor 16, HSF1 inh 3, aSyn UTR inh -6, AI-2 QS modul 15, SKKanGAS inh -2, HSF-1 act -7, HSP90 inh 0, HIF activator -0.8 and Platelet DG rel -7.
COc1cccc(N2C(=O)CC(N3CCN(CCN=CC4=C(O)CC(C)(C)CC4=O)CC3)C2=O)c1 (configuration not stated) was read as IEC-6 cytotox 5, KLF5 inhibitor -13, HSF1 inh 3, aSyn UTR inh 0, AI-2 QS modul 7, SKKanGAS inh 1, HSF-1 act 2, HSP90 inh -2, HIF activator -0.1 and Platelet DG rel -2.
For CC(c1ccon1)N(C)Cc1cn(Cc2ccccc2)nc1-c1ccc2c(c1)OCO2 (configuration not stated) the results were IEC-6 cytotox 3, KLF5 inhibitor -1, HSF1 inh -4, aSyn UTR inh -13, AI-2 QS modul 8, SKKanGAS inh 1, HSF-1 act 7, HSP90 inh 3, HIF activator 0.4 and Platelet DG rel -1.
For O=C(Cc1c(F)cccc1Cl)Nc1ccccc1C(=O)N1CCOCC1 the results were IEC-6 cytotox -5, KLF5 inhibitor -26, HSF1 inh -7, aSyn UTR inh -16, AI-2 QS modul 16, SKKanGAS inh 0, HSF-1 act -13, HSP90 inh -1, HIF activator -0.2 and Platelet DG rel 43.
For CCCCC(=O)Nc1ccc(N2CCN(C(=O)c3ccco3)CC2)cc1 the results were IEC-6 cytotox 5, KLF5 inhibitor 2, HSF1 inh -1, aSyn UTR inh -5, AI-2 QS modul 28, SKKanGAS inh 3, HSF-1 act 3, HSP90 inh -4, HIF activator -0.1 and Platelet DG rel 9.
Cc1ccccc1CN1C(=O)C(C)S/C1=N/N=C/c1ccco1 (configuration not stated) was read as IEC-6 cytotox -3, KLF5 inhibitor -14, HSF1 inh 5, aSyn UTR inh 5, AI-2 QS modul 24, SKKanGAS inh 0, HSF-1 act 2, HSP90 inh -3, HIF activator 0.3 and Platelet DG rel -5.
`CC(C)(C)CN1CCNC(=O)C1CC(=O)N1CCOc2ccccc2C1` (configuration not stated) gave IEC-6 cytotox -5, KLF5 inhibitor 9, HSF1 inh 1, aSyn UTR inh 3, AI-2 QS modul 12, SKKanGAS inh -5, HSF-1 act -1, HSP90 inh -3, HIF activator -0.2 and Platelet DG rel 1.
`O=S(=O)(Nc1ccc(O)cc1)c1cccc2cccnc12` gave IEC-6 cytotox 5, KLF5 inhibitor -13, HSF1 inh -10, aSyn UTR inh -4, AI-2 QS modul 19, SKKanGAS inh 1, HSF-1 act 2, HSP90 inh 2 and Platelet DG rel 0.
`CCCC(=O)Nc1cccc(-c2nc3ccccc3o2)c1` gave IEC-6 cytotox 7, KLF5 inhibitor -9, HSF1 inh 5, aSyn UTR inh -59, AI-2 QS modul 10, SKKanGAS inh -1, HSF-1 act 14, HSP90 inh 0, HIF activator 4.2 and Platelet DG rel 2.
For O=C(CC1SC2=NCCN2C1=O)Nc1ccc(Cl)cc1 (configuration not stated) the results were IEC-6 cytotox -4, KLF5 inhibitor -35, HSF1 inh -5, aSyn UTR inh 1, AI-2 QS modul 12, SKKanGAS inh 5, HSF-1 act -11, HSP90 inh -2, HIF activator -0.2 and Platelet DG rel -4.
For Nc1nc2cc3ccccc3cc2[nH]c1=O the results were IEC-6 cytotox -2, KLF5 inhibitor -20, HSF1 inh 0, aSyn UTR inh -15, AI-2 QS modul 5, SKKanGAS inh 6, HSF-1 act -2, HSP90 inh 5, HIF activator -0.1 and Platelet DG rel -3.
`CCN1CCN(C(=O)c2cc(S(=O)(=O)N3CCCCC3)ccc2Cl)CC1` gave IEC-6 cytotox 4, KLF5 inhibitor -35, HSF1 inh -3, aSyn UTR inh 21, AI-2 QS modul 4, SKKanGAS inh 0, HSF-1 act -18, HSP90 inh 1, HIF activator -0.7 and Platelet DG rel -4.
`COc1nc(Nc2ccc(OC)c(Cl)c2)nc(OC)n1` gave IEC-6 cytotox 0, KLF5 inhibitor -20, HSF1 inh 2, aSyn UTR inh -52, AI-2 QS modul 0, SKKanGAS inh -3, HSF-1 act 7, HSP90 inh 2, HIF activator 0.8 and Platelet DG rel -5.
Screening O=C(COc1ccccc1)NCC(=O)N/N=C/c1cccs1 returned HSF1 inh -13, aSyn UTR inh -15, AI-2 QS modul 16, SKKanGAS inh 2, HSF-1 act -8, HIF activator -0.6 and Platelet DG rel 1.
`O=C(NC(=S)Nc1ccccc1N1CCCCC1)c1ccco1` gave IEC-6 cytotox 6, KLF5 inhibitor -17, HSF1 inh 7, aSyn UTR inh 12, AI-2 QS modul 21, SKKanGAS inh -10, HSF-1 act 8, HSP90 inh -3, HIF activator 0.7 and Platelet DG rel -3.

Overlap with the part before: 3 entries; new compounds follow.
`COc1nc(Nc2ccc(OC)c(Cl)c2)nc(OC)n1` gave IEC-6 cytotox 0, KLF5 inhibitor -20, HSF1 inh 2, aSyn UTR inh -52, AI-2 QS modul 0, SKKanGAS inh -3, HSF-1 act 7, HSP90 inh 2, HIF activator 0.8 and Platelet DG rel -5.
Screening O=C(COc1ccccc1)NCC(=O)N/N=C/c1cccs1 returned HSF1 inh -13, aSyn UTR inh -15, AI-2 QS modul 16, SKKanGAS inh 2, HSF-1 act -8, HIF activator -0.6 and Platelet DG rel 1.
`O=C(NC(=S)Nc1ccccc1N1CCCCC1)c1ccco1` gave IEC-6 cytotox 6, KLF5 inhibitor -17, HSF1 inh 7, aSyn UTR inh 12, AI-2 QS modul 21, SKKanGAS inh -10, HSF-1 act 8, HSP90 inh -3, HIF activator 0.7 and Platelet DG rel -3.
`COc1ccc(N2C(=O)C3C4C=CC(CC4)C3C2=O)c([N+](=O)[O-])c1` (configuration not stated) gave IEC-6 cytotox 3, KLF5 inhibitor -35, HSF1 inh -7, aSyn UTR inh -7, AI-2 QS modul 9, SKKanGAS inh -1, HSF-1 act -6, HSP90 inh 1, HIF activator -0.6 and Platelet DG rel 11.
CCC(c1nnnn1Cc1ccc(F)cc1)N1CCN(C2CCCCC2)CC1 (configuration not stated) was read as IEC-6 cytotox 5, KLF5 inhibitor -22, HSF1 inh -3, aSyn UTR inh -28, AI-2 QS modul 21, SKKanGAS inh 0, HSF-1 act 3, HSP90 inh 2, HIF activator 0.2 and Platelet DG rel -3.
For Cc1nc2ccccc2nc(C)c1=NOCC(=O)N(c1ccccc1)C(C)C the results were IEC-6 cytotox -5, KLF5 inhibitor -8, HSF1 inh -1, aSyn UTR inh 0, AI-2 QS modul 10, SKKanGAS inh 0, HSF-1 act 8, HSP90 inh -3, HIF activator 0.5 and Platelet DG rel -3.
Screening CCN(CC)S(=O)(=O)c1ccc(N2CCCCC2)c(NC(=O)/C=C/c2ccc(OC)c(OC)c2)c1 returned IEC-6 cytotox 6, KLF5 inhibitor -3, HSF1 inh 6, aSyn UTR inh 17, AI-2 QS modul 30, SKKanGAS inh 9, HSF-1 act -11, HSP90 inh 3, HIF activator -0.5 and Platelet DG rel 0.
O=C(NCCCC(=O)N1CCCCC1)c1ccc(Cl)cc1 was read as IEC-6 cytotox 2, KLF5 inhibitor 4, HSF1 inh 1, aSyn UTR inh -1, AI-2 QS modul 25, SKKanGAS inh -1, HSF-1 act -4, HSP90 inh -4, HIF activator 0.0 and Platelet DG rel 2.
CN(CCCNC(=O)CCCOc1cc(=O)n(C)c2ccccc12)Cc1ccccc1 was read as IEC-6 cytotox -1, KLF5 inhibitor -45, HSF1 inh 5, aSyn UTR inh 3, AI-2 QS modul 7, SKKanGAS inh -16, HSF-1 act 14, HSP90 inh 3, HIF activator 0.5 and Platelet DG rel -3.
Screening CC(=O)c1cccc(NC(=O)CCS(=O)(=O)c2cc3c(cc2C)NC(=O)CO3)c1 returned IEC-6 cytotox 3, KLF5 inhibitor -3, HSF1 inh 1, aSyn UTR inh 18, AI-2 QS modul 22, SKKanGAS inh -13, HSF-1 act 8, HSP90 inh 0, HIF activator -0.2 and Platelet DG rel -6.
`COc1cccc(C(=O)N(Cc2ccccc2)Cc2cc3cc4c(cc3[nH]c2=O)OCCO4)c1` gave IEC-6 cytotox -3, KLF5 inhibitor -18, HSF1 inh 3, aSyn UTR inh 6, AI-2 QS modul 40, SKKanGAS inh 8, HSF-1 act 15, HSP90 inh 0, HIF activator -0.6 and Platelet DG rel 2.
Screening Cc1cc2oc(C(=O)Nc3ccc(S(=O)(=O)Nc4ncccn4)cc3)c(C)c2cc1Cl returned IEC-6 cytotox -5, KLF5 inhibitor -8, AI-2 QS modul 11 and HSP90 inh -2.
Screening Cn1cnnc1SC(C(=O)Nc1cccc(C(F)(F)F)c1)c1ccccc1 (configuration not stated) returned IEC-6 cytotox 1, KLF5 inhibitor -18, HSF1 inh -6, aSyn UTR inh 5, AI-2 QS modul 7, SKKanGAS inh 9, HSF-1 act 5, HSP90 inh 4, HIF activator -0.1 and Platelet DG rel -3.
For COc1ccccc1C(=O)NCCC(=O)NC(C)CCc1ccccc1 (configuration not stated) the results were HSF1 inh 1, aSyn UTR inh -20, AI-2 QS modul -7, SKKanGAS inh -13, HSF-1 act 1, HIF activator -0.1 and Platelet DG rel 2.
CCNC(=O)Nc1cc(OC)c(OC)cc1C(=O)O was read as IEC-6 cytotox -3, KLF5 inhibitor -12, HSF1 inh 1, aSyn UTR inh -2, AI-2 QS modul 28, SKKanGAS inh -2, HSF-1 act 16, HSP90 inh -1, HIF activator -0.7 and Platelet DG rel 3.
Screening CCN(CC)CCCn1c(C)cc2c(c1=O)C(c1cc(OC)c(OC)cc1OC)C(C#N)=C(N)O2 (configuration not stated) returned IEC-6 cytotox 1, KLF5 inhibitor -20, HSF1 inh -1, aSyn UTR inh 3, AI-2 QS modul 15, SKKanGAS inh 3, HSF-1 act -2, HSP90 inh -1, HIF activator -0.2 and Platelet DG rel 0.
Screening COc1cccc(N2C(N)=NC(N)=NC2(C)C)c1 returned IEC-6 cytotox 54*, KLF5 inhibitor 14, HSF1 inh -6, aSyn UTR inh 96*, AI-2 QS modul 5, SKKanGAS inh 95*, HSF-1 act -7, HSP90 inh 2, HIF activator 0.3 and Platelet DG rel -8.
For CCOc1ccc(-c2nnc(SCc3nnc(-c4ccccc4)o3)n2-c2ccccc2F)cc1 the results were IEC-6 cytotox -1, KLF5 inhibitor 2, HSF1 inh 2, aSyn UTR inh -43, AI-2 QS modul 14, SKKanGAS inh 6, HSF-1 act 8, HSP90 inh 15, HIF activator 0.7 and Platelet DG rel 1.
For Cc1ccc(C(=O)N2CCN(c3ccccc3)CC2)cc1C the results were IEC-6 cytotox -7, KLF5 inhibitor -18, HSF1 inh 5, aSyn UTR inh -51, AI-2 QS modul 28, SKKanGAS inh -4, HSF-1 act 9, HSP90 inh -2, HIF activator 0.5 and Platelet DG rel 6.
COc1ccc(CCCC(=O)Nc2ccccc2F)cc1 was read as IEC-6 cytotox -4, KLF5 inhibitor 2, HSF1 inh 13, aSyn UTR inh -118, AI-2 QS modul 10, SKKanGAS inh 0, HSF-1 act 22, HSP90 inh -1, HIF activator 2.4 and Platelet DG rel -8.
